NCI-60 one-dose screen, 48 h, at 10 µM unless noted. Numbers give growth in % (100 = growth as untreated, 0 = no growth, -100 = all killed).
NCI-H226 = NCI-H226 lung cancer; hit rate 3.5% among 79,000
NCI-H460 = NCI-H460 lung cancer; hit rate 6.8% among 82,000; AID 1794736
COLO 205 = COLO 205 colon cancer | hit rate 7.3% among 79,000 | AID 1794742
HCT-15 = HCT-15 colon cancer; hit rate 5.2% among 82,000; AID 1794746
NCI-H522 = NCI-H522 lung cancer; AID 1794739; hit rate 8% among 78,000
HCT-116 = HCT-116 colon cancer; hit rate 7.3% among 82,000; AID 1794798
NCI/ADR-RES = NCI/ADR-RES ovarian cells | hit rate 4.4% among 81,000 | AID 1794790
NCI-H322M = NCI-H322M lung cancer | hit rate 2.7% among 80,000 | AID 1794733
NCI-H23 = NCI-H23 lung cancer. hit rate 4% among 80,000. AID 1794731
An asterisk follows results filed as active; / = no result given. Rule for the calls: active = growth percent below 10; inactive = the rest.

SMILES	NCI-H226	NCI-H460	COLO 205	HCT-15	NCI-H522	HCT-116	NCI/ADR-RES	NCI-H322M	NCI-H23
Cc1ncc(/C=c2\sc3n(c2=O)NC2C(N=3)N(C)C(=O)N2C)n1C (stereo not given)	103	107	112	104	95	99	100	106	99
CC(=O)Oc1ccc(OC(C)=O)c2c1C(=O)c1ccccc1C2=O	98	52	95	62	79	71	60	/	82
Cc1nn(-c2ccccc2)c2nc(N)c(C3=NCCO3)nc12	94	98	94	98	/	96	101	89	97
O=c1nc(N2CCOCC2)oc2c(-c3ccsc3)cccc12	78	104	105	94	99	97	87	84	85
Cc1cc(N)c(NCC(O)C(O)C(O)CO)cc1C (stereo not given)	99	109	120	92	/	115	120	100	111
Cn1cc(-c2nnc(N)nc2-c2cn(C)c3ccc(F)cc23)c2ccccc21	96	100	116	81	91	84	96	91	96
O=C1CCCN1CCn1cc(C(F)(F)F)c2c(Cl)ncnc21	100	103	103	106	88	108	108	108	108
Oc1ccccc1OCc1ccccc1	104	99	115	102	96	93	102	/	96
CN(CCC1CCCCC1)Cc1ccccc1	102	102	109	100	85	100	103	103	99
O=C(C(=O)c1ccc2c(c1)OCO2)c1ccc2c(c1)OCO2	100	97	109	110	102	101	117	122	111
O=C1/C(=C/c2cccs2)SC(=S)N1CC(=S)C1CCS(=O)(=O)C1 (stereo not given)	78	40	119	80	89	86	86	74	91
C=CCCCCCCCCC(C)(N)C(=O)O (stereo not given)	104	111	122	101	85	106	108	121	109
CCOC(=O)c1cc2n(n1)CC(c1ccccc1)N2 (stereo not given)	/	106	/	93	85	91	106	100	99
COc1ccc2c(c1)sc1nc(-c3ccc(N(C)C)cc3)cn12	139	85	94	116	/	92	77	98	99
CC(=O)OCC(=O)Nc1ccccc1	104	103	114	128	80	110	105	101	101
CC1=N/C(=C\c2ccc(F)cc2)C(=O)N1CCc1ccc(S(=O)(=O)NC(=S)NCc2ccccc2)cc1	54	89	118	86	45	80	65	81	74
COc1ccc(C2C3CCc4ccccc4C3=NN2C(=O)c2cc(OC)c(OC)c(OC)c2)cc1O (stereo not given)	89	108	113	109	82	104	102	86	98
CC1=C2[C@@H](CC1)[C@]1(C)O[C@@](C(C)C)(C[C@H]1OC(=O)CN)[C@H]2OC(=O)/C=C/c1ccccc1	93	106	111	104	80	98	98	88	102
C[C@H](O)[C@H]1CC[C@H]2[C@@H]3CC[C@@H]4C[C@H](O)CC[C@]4(C)[C@H]3CC[C@]12C	107	115	113	100	83	103	102	91	100
Cc1ccc(-n2nc(C(=O)O)c(N3CCOCC3)n2)cc1	92	102	115	101	92	100	108	105	93
CCC/C=C/C=C/C(=O)N[C@@H](Cc1cc(F)cc(F)c1)C(=O)N[C@@H]1C(=O)N2CCC[C@H]2C(=O)N2CCCC[C@H]2C(=O)N[C@@H](C)C(=O)N2C[C@H](C)C[C@H]2C(=O)O[C@H]1C	20	12	-54*	16	18	13	21	36	/
CCCCC(CC)C(=O)CC(C)=O (stereo not given)	95	104	100	100	98	99	102	90	97
Cc1ccc2c(c1)c(Sc1ccc(C(=O)NO)cc1)c1n2CN(C)CC1	-0.9*	7.2*	14	59	/	-11*	53	31	/
Cc1cc(Cc2cc(C)c(O)c(C(C)(C)C)c2)cc(C(C)(C)C)c1O	68	74	86	72	62	55	82	84	73
Nc1nc(Br)nc2nc[nH]c12	105	106	120	98	99	102	105	97	94

Reprinted at random: 7 entries already listed, in no set order.
SMILES	NCI-H226	NCI-H460	COLO 205	HCT-15	NCI-H522	HCT-116	NCI/ADR-RES	NCI-H322M	NCI-H23
CCCCC(CC)C(=O)CC(C)=O (stereo not given)	95	104	100	100	98	99	102	90	97
Cc1ncc(/C=c2\sc3n(c2=O)NC2C(N=3)N(C)C(=O)N2C)n1C (stereo not given)	103	107	112	104	95	99	100	106	99
CC(=O)Oc1ccc(OC(C)=O)c2c1C(=O)c1ccccc1C2=O	98	52	95	62	79	71	60	/	82
Cc1nn(-c2ccccc2)c2nc(N)c(C3=NCCO3)nc12	94	98	94	98	/	96	101	89	97
CCOC(=O)c1cc2n(n1)CC(c1ccccc1)N2 (stereo not given)	/	106	/	93	85	91	106	100	99
Cn1cc(-c2nnc(N)nc2-c2cn(C)c3ccc(F)cc23)c2ccccc21	96	100	116	81	91	84	96	91	96
CN(CCC1CCCCC1)Cc1ccccc1	102	102	109	100	85	100	103	103	99

The listing continues.
SMILES	NCI-H226	NCI-H460	COLO 205	HCT-15	NCI-H522	HCT-116	NCI/ADR-RES	NCI-H322M	NCI-H23
Cc1ccc(S(=O)(=O)C/C(=N/NC(=O)c2ccc(S(N)(=O)=O)cc2)c2cc3ccccc3oc2=O)cc1	/	101	/	101	97	108	100	106	100
C[C@@H](Oc1cc(C(=O)Nc2ccc(C(=O)N3CCN(C)CC3)cc2)nnc1N)c1c(Cl)ccc(F)c1Cl	67	80	55	47	71	49	76	93	63
CNc1ccc(C(C)C)cc1	110	100	112	107	81	113	110	111	106
Oc1ccccc1/C=C/c1nc2ccccc2n2c(-c3ccc(Cl)cc3)nnc12	62	42	83	45	50	40	54	67	/
Cc1csc(C#Cc2cncc(O)c2)n1	109	121	105	112	/	103	113	113	111
Cc1ccc(S(=O)(=O)Oc2ccc(C)cc2Br)cc1	89	103	118	85	84	86	95	101	92
Cc1ccc(NC(=S)NNC(=O)c2cn3c4c(c(N5CCN(C)CC5)c(F)cc4c2=O)OCC3C)cc1 (stereo not given)	100	109	117	92	101	104	102	99	104
Cc1c(OCC(F)(F)F)ccnc1CNc1ccc(C2=CC(c3ccccc3)N=C(N)N2)cc1 (stereo not given)	85	85	110	65	51	49	83	91	78
Cn1c(=O)c2[nH]c(NN)nc2n(C)c1=O	106	101	109	97	100	102	113	118	107
CCOC(=O)CC/C(C)=N\Nc1ccc([N+](=O)[O-])cc1[N+](=O)[O-]	99	116	100	95	52	94	101	89	94
CN1CCN(c2ccc(C(=O)/C=C/c3cc(C(F)(F)F)ccc3Cl)cc2)CC1	-93*	-47*	-97*	-86*	-60*	-62*	-57*	-95*	-95*
Clc1ccc(C2N(Cc3ccccc3)CCC3CCCCN32)cc1Cl (stereo not given)	94	105	100	92	90	106	110	99	105
O=S(=O)(O)C1CC2NC3C4CCCC(S(=O)(=O)O)C4C(Nc4ccccc4)CC3N(c3ccccc3)C2CC1Nc1ccccc1 (stereo not given)	110	104	105	105	107	98	94	111	101
Cn1cnc2c1c(=O)n(CC(=O)Nc1ccc(S(N)(=O)=O)cc1)c(=O)n2C	109	108	109	106	86	85	105	112	101
O=[N+]([O-])c1cc(-c2cccnc2)n[nH]1	/	108	50	53	87	96	103	97	97
Cc1cccc(C(C)(C)C)c1	86	118	/	101	87	110	110	138	100
Cc1cccc(Cc2cnc(-n3nnc(C(=O)O)c3C)s2)c1	100	105	106	109	62	91	107	105	100
CCN(CC)C(=S)SC1C(=O)c2cc(Cl)ccc2OC1c1ccc(Cl)cc1 (stereo not given)	103	96	113	79	77	82	90	97	89
CN(C)c1nc(NCCNS(=O)(=O)c2ccc(C3=Nc4c(N)nc(N)nc4NC(c4ccc(C(F)(F)F)cc4)C3)cc2)nc(Nc2ccc(F)cc2)n1 (stereo not given)	24	-7.4*	-84*	19	5.7*	2.1*	93	47	31
CO[C@@H]1CSSC1Cn1nc(-c2ccc(Oc3ccccc3)cc2)c2c(N)ncnc21 (stereo not given in full)	31	17	52	37	1.3*	9.7*	58	63	46
CC(C)(CCc1ccccn1)C(=O)C(CCc1ccccn1)CCc1ccccn1	104	117	111	105	94	93	99	122	99
COC(=O)c1ccc2c(c1)nc(-c1cc3ccccc3[nH]c1=O)n2Cc1ccc(OC)c(OC)c1	96	102	102	98	84	108	96	103	99
O=C1c2cccc3cccc(c23)C(=O)N1N1C(=O)c2cccc3c(N4CCCCC4)ccc(c23)C1=O	94	103	108	103	95	101	97	92	96
O=C(CCCCCCCCC(=O)OCc1ccccc1)OCc1ccccc1	96	107	103	101	/	115	114	94	103
O=C(Nc1cc(-c2cccnc2)nc(NCCCN2CCOCC2)n1)c1ccc(F)cc1Cl	108	95	100	95	87	106	94	88	90

Next results.
SMILES	NCI-H226	NCI-H460	COLO 205	HCT-15	NCI-H522	HCT-116	NCI/ADR-RES	NCI-H322M	NCI-H23
NS(=O)(=O)c1cccc(Nc2nc(SCC(=O)c3ccc(Cl)cc3)nc3c2CCCC3)c1	98	103	114	99	98	86	102	99	86
Cn1ccnc1C(=O)/C=C/c1ccc(CNC(=O)c2ccc(Cl)cc2)cc1	4.1*	-19*	14	-14*	7.1*	-1.1*	10	6.3*	-7.5*
CC1CCCCC1CO (stereo not given)	106	118	113	111	103	104	115	115	108
NC(=Nc1ccccc1)N(c1ccccc1)c1ccccc1	109	103	138	104	101	96	98	114	101
CCN(CC)CCOc1ccccc1/C=C/c1noc2ccccc12	83	99	65	68	70	65	85	70	86
O=C1NC(=C(Cl)Cl)/C(=N/S(=O)(=O)NC2CCC2)N1	101	105	118	88	73	100	101	102	103
COc1cc(C2CC(c3ccc(S(=O)(=O)NCCNc4nc(Nc5ccc(F)cc5)nc(N(C)C)n4)cc3)=Nc3c(N)nc(N)nc3N2)cc(OC)c1OC (stereo not given)	91	84	104	92	84	83	96	87	93
CN(C)c1ccc(/C=C(\C#N)c2nc3ccccc3n2C)cc1	78	14	19	28	4.0*	33	28	46	59
COc1cc(/C=C2\C(=N)N=C(SCc3nc4ccccc4[nH]3)NC2=O)ccc1O	93	102	110	96	99	100	99	103	97
N#Cc1ncoc1N1CCN(c2cccc(Cl)c2)CC1	104	109	109	82	85	87	102	97	101
COc1ccc(-c2cc(-c3cn(-c4cccc(Cl)c4)nc3-c3ccc(OC)cc3)c(C#N)c(N)n2)cc1	85	106	106	106	96	95	108	96	98
O=C(NCCNc1nccc(Nc2ccc(S(=O)(=O)Nc3ccccn3)cc2)n1)C(Cl)(Cl)Cl	111	113	113	111	83	92	113	93	105
COCCn1cc(-c2nc(-c3c[nH]c4ncccc34)cs2)c2ccccc21	48	23	25	20	47	67	69	43	41
O=C(C(/C=N\C(=S)Nc1ccccc1Cl)=C(/O)c1ccccc1)c1ccccc1	69	57	92	52	62	57	73	94	76
OCC1OC(n2ccc3c2ncn2ncnc32)C(O)C1O (stereo not given)	25	27	35	27	83	21	23	38	36
CCOC(CCc1c(C)nc(N)[nH]c1=O)OCC	102	109	110	111	100	104	104	109	109
NCc1c(Cl)c(Cl)c(CN)c(Cl)c1Cl	86	105	94	108	103	100	93	92	91
CCCCCCC(C)NCCOC(=O)c1ccc(N)cc1 (stereo not given)	107	105	103	108	/	102	99	93	108
Oc1ccccc1-c1cn2ccnc2c(-c2ccc(Cl)cc2)n1	78	78	88	40	17	52	46	94	72
O=c1oc2ccc([N+](=O)[O-])cc2cc1Br	98	107	105	100	98	105	108	108	107
CN(Cc1cnc2nc(N)nc(N)c2n1)c1ccc(C(=O)N[C@@H](CCC(=O)O)C(=O)O)cc1	35	21	44	36	35	23	7.1*	53	32
O=C1c2ccccc2C(=O)c2c(N=Nc3sc(Nc4ccc(Cl)cc4)nc3O)cccc21	110	110	106	100	85	98	111	95	108
CC(CC(c1ccccc1)c1ccccc1)[N+](C)(C)C (stereo not given)	96	103	102	99	101	99	104	109	101
CN(CCCO)CCCO	103	102	89	117	/	100	104	109	108
O=C1NC(=O)c2c(CCCSc3nc4ccccc4c(=O)n3CCc3ccccc3)cccc21	83	84	118	96	89	80	80	/	77

A different layout for four compounds above:
SMILES | NCI-H226 | NCI-H460 | COLO 205 | HCT-15 | NCI-H522 | HCT-116 | NCI/ADR-RES | NCI-H322M | NCI-H23
NC(=Nc1ccccc1)N(c1ccccc1)c1ccccc1 | 109 | 103 | 138 | 104 | 101 | 96 | 98 | 114 | 101
CCCCCCC(C)NCCOC(=O)c1ccc(N)cc1 (stereo not given) | 107 | 105 | 103 | 108 | / | 102 | 99 | 93 | 108
N#Cc1ncoc1N1CCN(c2cccc(Cl)c2)CC1 | 104 | 109 | 109 | 82 | 85 | 87 | 102 | 97 | 101
COc1cc(/C=C2\C(=N)N=C(SCc3nc4ccccc4[nH]3)NC2=O)ccc1O | 93 | 102 | 110 | 96 | 99 | 100 | 99 | 103 | 97

(continued)
SMILES	NCI-H226	NCI-H460	COLO 205	HCT-15	NCI-H522	HCT-116	NCI/ADR-RES	NCI-H322M	NCI-H23
COc1ccc(C(NC23CC4CC(CC(C4)C2)C3)c2nnnn2C(C)(C)CC(C)(C)C)cc1 (stereo not given)	81	93	120	92	77	78	83	105	90
Cc1ccc(S(=O)(=O)NCCCNc2nccc(-c3[nH]c(-c4ccccc4)nc3-c3ccc(F)c(O)c3)n2)cc1	93	82	92	76	80	70	104	109	96
O=C(NCc1ccccc1)Nc1ccccc1CNc1nc(Nc2ccc(OCCN3CCCC3)cc2)ncc1Cl	109	39	112	57	108	95	92	109	85
O=C(CSc1nc2ccccc2c(=O)n1-c1ccc(Cl)cc1)Nc1ccc(-c2nc3ccc([N+](=O)[O-])cc3[nH]2)cc1	1.0*	21	11	56	33	19	61	72	/
CCOP(=O)(OCC)OC[C@]12CC[C@@H](C)[C@H](C)C1C1=CC[C@@H]3[C@@]4(C)CCCNC(C)(C)[C@@H]4CC[C@@]3(C)[C@]1(C)CC2 (stereo not given in full)	62	-68*	-51*	-8.2*	57	-85*	21	82	32
Cn1ccnc1C(=O)/C=C/c1ccc(CCC(=O)Nc2ccc(F)cc2)cc1	85	59	128	52	57	50	67	76	43
C=CC[C@@H]1/C=C(\C)C[C@H](C)C[C@H](OC)[C@H]2O[C@@](O)(C(=O)C(=O)N3CCCC[C@H]3C(=O)O[C@H](/C(C)=C/[C@@H]3CC[C@@H](O)[C@H](OC)C3)[C@H](C)[C@@H](O)CC1=O)[C@H](C)C[C@@H]2OC	102	92	96	95	77	85	88	84	99
O=c1[nH][nH]c(Nc2ccccc2)c1N=Nc1ccc(O)cc1	97	81	114	51	65	61	80	73	83

Bioassay records from PubChem BioAssay.
